3T3 cytotox: Cytotoxic Profiling in NIH 3T3 Cell Line of Diverse Libraries Using Quantitative High-Throughput Screening | Potency, µM (series often up to 96.7 µM), for inactives: at the top dose activity change, negative = cytotoxicity, actives largely listed as inhibitors | actives 4.3% (n = 94,000) | NIH 3T3 viability, CellTiter-Glo ATP luminescence, 48-72 h; also: potency is read from the fitted curve at half-maximal effect; nearly all actives have a fitted effect of over 55% in size
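First NIH 3T3 cells are plated at 400 cells/well; next compound is pinned in; then plates incubate 48 or 72 hr at 37 °C; finally CellTiter-Glo is added and luminescence read after 10 min.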
Luciferase inh: Firefly luciferase inhibition profiling of diverse chemical library using quantitative high-throughput screening. Luciferin 4-monooxygenase (Photinus pyralis), P08659. purified P. pyralis luciferase, luminescence, biochemical. Potency, µM (series often up to 115 µM), for inactives: at the highest dose activity change, negative = inhibition, hits mostly inhibitors. actives 2.5% (n = 76,000). AID 1347043, 2019; also: potency is read from the fitted curve at half-maximal effect; nearly all actives have a fitted effect of over 65% in size
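Purified P. pyralis luciferase (10nM final) in 50mM Tris acetate pH 7.5, 10mM Mg acetate, 0.01% Tween-20, 0.05% BSA with 10uM D-luciferin and 10uM ATP. Compounds titrated qHTS. Luminescence imaged on CCD.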
IP6K1 inh: Primary qHTS assay for small molecule inhibitors of Inositol hexaphosphate kinase 1 (IP6K1); Inositol hexakisphosphate kinase 1 (Homo sapiens), Q92551; IP6K1 kinase, ADP-Glo luminescence, 2 h; hits give low values; activity change, % (series mostly up to about 58 µM); actives 0.81% (n = 140,000); AID 1645851, 2021; in the data active = activity change below about -25%
Target sequence (Q92551 whole entry, looked up): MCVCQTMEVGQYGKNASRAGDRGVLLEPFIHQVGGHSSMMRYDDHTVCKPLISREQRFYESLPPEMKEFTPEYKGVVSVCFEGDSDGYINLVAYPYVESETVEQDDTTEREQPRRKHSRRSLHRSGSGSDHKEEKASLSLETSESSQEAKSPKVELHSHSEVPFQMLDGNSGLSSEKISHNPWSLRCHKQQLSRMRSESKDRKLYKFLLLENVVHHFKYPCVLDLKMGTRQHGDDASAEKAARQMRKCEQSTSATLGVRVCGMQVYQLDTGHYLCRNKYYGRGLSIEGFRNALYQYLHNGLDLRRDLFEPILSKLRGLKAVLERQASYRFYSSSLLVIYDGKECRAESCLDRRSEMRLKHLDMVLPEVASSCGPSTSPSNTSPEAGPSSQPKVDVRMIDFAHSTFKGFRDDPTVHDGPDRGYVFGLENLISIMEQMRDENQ
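ADP-Glo luminescence measures ADP made by human IP6K1 during a 2 h RT reaction with ATP/IP6 (mix at 1.3 mM/130 uM); top library doses 57.5 and 19.1 uM final.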
GPT2 inhibitor: Primary qHTS assay for inhibitors of Glutamate pyruvate transaminase 2 (GPT2); Recombinant GPT2, coupled pyruvate oxidase/HRP Amplex Red fluorescence; Alanine aminotransferase 2 (Homo sapiens), Q8TD30; actives 0.25% (n = 100,000); Potency, µM (doses to about 57.7 µM), for the others: at the highest dose activity change, negative = inhibition, hits mostly inhibitors; AID 1671188, 2021; also: potency is read from the fitted curve at half-maximal effect; nearly all actives have a fitted effect of over 60% in size; many of its hits are not listed in these tables
Target sequence (Q8TD30 whole entry, looked up): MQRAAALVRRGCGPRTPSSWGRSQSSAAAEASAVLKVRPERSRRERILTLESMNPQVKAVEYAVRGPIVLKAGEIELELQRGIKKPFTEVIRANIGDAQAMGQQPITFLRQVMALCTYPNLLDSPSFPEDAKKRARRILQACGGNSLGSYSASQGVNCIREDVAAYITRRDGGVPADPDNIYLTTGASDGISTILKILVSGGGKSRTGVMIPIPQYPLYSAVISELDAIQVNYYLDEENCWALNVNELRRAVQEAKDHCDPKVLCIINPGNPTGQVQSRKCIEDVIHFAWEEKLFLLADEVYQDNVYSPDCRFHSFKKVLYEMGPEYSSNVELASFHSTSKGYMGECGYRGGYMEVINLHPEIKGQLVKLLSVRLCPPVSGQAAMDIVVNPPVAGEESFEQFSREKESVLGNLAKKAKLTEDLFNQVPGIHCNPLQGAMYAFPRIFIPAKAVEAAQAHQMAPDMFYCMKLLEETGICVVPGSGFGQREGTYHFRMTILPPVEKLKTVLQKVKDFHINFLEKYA
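Recombinant GPT2 (10ng/uL) with 250uM a-KG and 2mM L-alanine, 30 min at room temperature, in HEPES pH 7.5 buffer. Pyruvate detected by pyruvate oxidase/HRP/Amplex Red fluorescence after 30 min in the dark; AOA (50uM) as positive control.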
HEK cytotox: Cytotoxic Profiling in HEK 293 Cell Line of Diverse Libraries Using Quantitative High-Throughput Screening; HEK 293 viability, ATP luminescence (CellTiter-Glo), 48-72 h; Potency, µM (top dose mostly 115 µM), for inactives: top-dose activity change, negative = cytotoxicity, hits mostly inhibitors; actives 6.6% (n = 94,000); AID 1345083, 2018; also: potency is read from the fitted curve at half-maximal effect; nearly all actives have a fitted effect of over 60% in size
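HEK 293 cells seeded at 250 cells/well were exposed to compound for 48 or 72 hr at 37 degree Celsius. Viability taken as ATP content by CellTiter-Glo luminescence.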
SNCA expr inhib: Primary qHTS assay for inhibitors of alpha-synuclein gene (SNCA) expression; HEK-293 SNCA-luciferase knock-in, luminescence, 24 h; Potency, µM (series often up to 57.2 µM), for inactives: at the highest dose activity change, negative = inhibition, actives largely listed as inhibitors; actives 0.17% (n = 140,000);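 also: potency is read from the fitted curve at half-maximal effect; plate controls were DMSO cells for no effect and cell-free wells for full effect; nearly all actives have a fitted effect of over 45% in size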
SNCA viab count: GF-AFC viability counterscreen for inhibitors of alpha-synuclein gene (SNCA) expression; HEK-293-SNCA-luc viability, GF-AFC fluorescence, 24 h; Potency, µM (top dose mostly 57.1 µM), without a hit: at the highest dose activity change, negative = cytotoxicity, most hits filed as cytotoxic; actives 0.12% (n = 150,000); AID 1671193, 2021;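 also: potency is read from the fitted curve at half-maximal effect; 0% = DMSO-treated cells and -100% = medium-only wells without cells; nearly all actives have a fitted effect of over 30% in size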
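Cytotoxicity counterscreen: after 24 h compound treatment of genome-edited SNCA-luciferase HEK-293 cells, live-cell protease substrate GF-AFC read by fluorescence after 30 min; activity scaled between DMSO (0%) and medium-only (-100%), curves Hill-fitted.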
Active calls of the source: *; i = inactive; ? = inconclusive; / = not tested or not shown; & = joins results of further samples; [ ] = remark or other dose. Unless noted, calls follow the shape of the dose curve; as a rule, active = well fitted curve in the direction sought with a large enough effect; inconclusive = small, poorly fitted or top-dose-only effect, or another doubt; inactive = no such curve, though single readings can be large; an effect the other way counts as inactive or inconclusive. Unless noted, % is scaled to controls: 0 for no effect and ±100 for the full control effect.

Order of results: SNCA expr inhib | 3T3 cytotox | HEK cytotox | SNCA viab count | GPT2 inhibitor | Luciferase inh | IP6K1 inh
O=C(Nc1nnc(S(=O)(=O)N2CCN(c3ccc(F)cc3)CC2)s1)c1ccc(Cl)cc1
    8% | / | / | 16% | / | / | 1
CN1C(C(=O)NC(C)(C)C)=CC(c2ccc3c(c2)OCO3)=NS1(=O)=O
    100%[activator] | / | / | -18% | / | / | 2
O=C(CCC1CCCC1)N1CCN(C(=O)N2CC3CC(C2)[C@H]2CCCC(=O)N2C3)CC1 (stereo not given in full)
    -3% | -5% | -3% | 4% | 0% | 2% | 8
Cc1nc(C)c(C(=O)N2CCc3c(c(-c4nncn4-c4ccccc4)nn3C)C2)s1
    -8% | i | i | 5% | i | 12% | 11
Cc1cccc(-c2[nH]ncc2-c2ccnc3ccccc23)n1
    / | / | / | -9% | -23% | / | -5
Cn1ncc2c(C(=O)N3CCN(Cc4ccccc4)CC3)cc(-c3ccccc3F)nc21
    / | ? | 40µM* | / | / | / | 2
CCC1CN(C(=O)c2cccc3c2OCC3)CCC(=O)N1Cc1ccccc1 (stereo not given)
    8% | -14% | -23% | -8% | 0% | 3% | 15
CN1CC2(CCN(C(=O)c3ccc(C#N)cc3)CC2)CC1C(=O)N1CCOCC1 (stereo not given)
    1% | -3% | -5% | -6% | i | 0% | 7
CC(=O)Nc1ccc(C2(C(=O)NCc3ccccc3F)CCC2)cc1
    -20% | -3% | 10% | 7% | i | -6% | 21
COC(=O)CNC(=O)C1c2ccccc2C(=O)N(Cc2ccccc2)C12CCCC2 (stereo not given)
    -2% | -12% | -16% | -6% | ? | 17% | 1
COCCn1c(CO)nnc1C1CC(NC(=O)C2(C)CCCC2)C1 (stereo not given)
    6% | -2% | 2% | -1% | -1%[11.5 µM] | -1% | -28*
COc1ccc(-n2c(=O)c(C(=O)NCc3ccc4c(c3)OCO4)nc3cccnc32)cc1
    22% | -26% | -12% | -3% | 3% | / | -13
COc1ccc(C2CC(=O)c3c([nH]c(C(=O)OC4CCC(C)CC4)c3C)C2)cc1OC (stereo not given)
    29% | / | / | 10% | / | / | -7
CCOc1cc(-c2noc(-c3nnn4c3COC(c3ccc(F)cc3)C4)n2)ccc1OC (stereo not given)
    12% | 0% | 4% | 1% | i | 13% | 3
O=C1NCC2(CCN(C(=O)c3ccccc3)CC2)Oc2ccccc21
    -22%[87.6 µM] | 0%[138 µM] | 0%[172 µM] | 10%[87.6 µM] | i | 1%[172 µM] | 11
Cc1ccc(C(=O)NC2CCN(c3cc(-c4ccc(F)cc4)[nH]n3)CC2)cc1C
    30%[activator] | -7% | -10% | 2% | i | 1% | 17
Cc1cccc(-c2nc3c4ccccc4n(CC(=O)Nc4cccc(F)c4)c(=O)n3n2)c1
    19% | / | / | -19% | / | / | -18
C#CCNC(=O)c1ccc2nnc(-c3cncc(Cl)c3)n2c1
    21%[87.6 µM] | 2%[138 µM] | i | 4%[87.6 µM] | i | / | 6
CCCN1C(=O)CC[C@H]2CN(C(=O)CCOc3ccccc3C)CC[C@H]21
    -8% | -1% | 3% | -6% | -8% | -1% | 5
CCOc1ccc(NS(=O)(=O)c2ccc(N)cc2)nn1
    -16%[25.6 µM] | / | / | -2%[23.9 µM] | i | / | -6
COCCNC(=O)CCCN1C(=O)COc2ccc(C(=O)COc3ccccc3F)cc21
    -4% | i | -4% | 3% | -5% | -2% | -2
COc1ccc(C2CC(=O)N(Cc3ccc(F)cc3)c3ccccc3S2)cc1 (stereo not given)
    ? | / | / | -24% | / | / | 5
Cc1ncc(CO)c2c1Oc1nc(-c3ccccc3)nc(SCC(=O)N3CCCCC3)c1C2
    -7% | / | / | ? | / | / | 49
Cc1ccc(-c2nnc(C3CN(C(=O)CCC4CCCC4)CC34CCOCC4)o2)cc1 (stereo not given)
    -7% | ? | ? | -9% | i | 1% | 24
CC(C)(C)c1ccc(C(=O)Nc2ccc([C@H]3OCC(=O)N[C@@H]3CO)cc2)cc1
    17%[87.6 µM] | 89µM* | ? | -7%[87.6 µM] | i | 10µM* | -10
Cc1cn2nc(C(=O)N3CCC(NC(=O)COc4ccccc4)CC3)cc2c(=O)[nH]1
    29% | -28% | 1% | 8% | i | -1% | -7
Cc1noc(C)c1CCC(=O)NC(c1cnn(C)c1)C1CC(O)C1 (stereo not given)
    30%[activator] | i | -1% | 11% | 1% | -8% | -3
COCCOC1CCN(C(=O)Cc2cccs2)CC1
    -9% | 1% | -1% | 16%[12.5 µM] | i | -4% | 38
O=C(Nc1ccc(Cl)cc1)N1CCN(c2nccc(Nc3ccccc3Cl)n2)CC1
    -5% | ? | ? | -1% | i | / | 5
COc1ccccc1N1CCN([C@H]2[C@@H]3OC[C@@H](O3)[C@@H](NCc3ccc(OC(F)(F)F)cc3)[C@@H]2O)CC1
    8% | -32% | -14% | 6% | -5% | 1% | 6
CC1(C)CCCC2(C)C1CC=C1C(=O)OC(O)C12O (stereo not given)
    / | / | / | -10% | ? | / | 5
Cn1ccnc1CNC(=O)C[C@@H]1C[C@H]2O[C@H](CNCc3cnccc3C(F)(F)F)[C@@H](O)[C@H]2O1
    1% | i | -2% | -9% | -7% | 0% | -9
COc1cc(NC(=O)CC2C(=O)OCCN2Cc2ccccc2)cc(OC)c1 (stereo not given)
    ? | / | / | ? | / | / | -6
O=S(=O)(c1cccnc1)N1CCC(OC2CCN(Cc3cccnc3)CC2)CC1
    10% | -15% | 3% | 6% | i | 12% | 2
O=C(c1ccc2c(c1)N(Cc1ccc(Cl)cc1)C(=O)c1ccccc1S2(=O)=O)N1CCCC1
    1% | / | / | -18% | / | / | -4
C=CCC1(CO)CCCN(S(=O)(=O)c2ccccc2F)C1 (stereo not given)
    ? | -1% | -11% | -23% | i | -5% | 0
CCOc1ccc(NC(=O)CCc2c(C)nc3nc(C)nn3c2C)cc1
    14% | / | / | -2% | / | / | 8
CCn1nnc2cc(C(=O)Nc3cccc(Cl)c3)ccc21
    194%[activator] | / | / | 2% | / | / | 54
Cn1c2ccccc2c2cnn(CC(=O)NCCCN3CCN(c4ccccc4F)CC3)c(=O)c21
    -3% | / | / | 1% | / | / | -9
Cc1ccc(C)c(NC(=O)Cn2c(=O)n(Cc3cccs3)c(=O)c3cccnc32)c1
    29% | / | / | 3% | / | / | 18
Cc1ccc(NC(=O)Cn2nc(-c3ccc(F)cc3)c3cnc4ccc(C)cc4c32)cc1
    27% | / | / | 7% | / | / | 47
CCOC(=O)c1cccc(NC(=O)CC(c2cc(OC)c(OC)c(OC)c2)N2Cc3ccccc3C2=O)c1 (stereo not given)
    1% | / | / | -9% | / | / | -2
O=C(NCc1ccc(Cl)cc1)c1cc(S(=O)(=O)N2CCCCC2)c[nH]1
    -24% | / | / | -8% | / | / | 14
Cc1ncsc1CN1CCC(N2CC3(CCCCC3)C2c2ccccc2)CC1 (stereo not given)
    -3% | ? | 45µM* | 2% | -4% | / | -1
COc1ccc(-c2cc(N3CCN(C(=O)c4cccc(OC)c4)CC3)n[nH]2)cc1
    -13% | ? | ? | -8% | -3% | -4% | 2

Arranged by formula weight (rising): some entries from above
Order of results: SNCA expr inhib | 3T3 cytotox | HEK cytotox | SNCA viab count | GPT2 inhibitor | Luciferase inh | IP6K1 inh
CCn1nnc2cc(C(=O)Nc3cccc(Cl)c3)ccc21
    194%[activator] | / | / | 2% | / | / | 54
Cc1ccc(C)c(NC(=O)Cn2c(=O)n(Cc3cccs3)c(=O)c3cccnc32)c1
    29% | / | / | 3% | / | / | 18
Cn1c2ccccc2c2cnn(CC(=O)NCCCN3CCN(c4ccccc4F)CC3)c(=O)c21
    -3% | / | / | 1% | / | / | -9

The list goes on:
Order of results: SNCA expr inhib | 3T3 cytotox | HEK cytotox | SNCA viab count | GPT2 inhibitor | Luciferase inh | IP6K1 inh
Cc1cc(CNC(=O)[C@@H]2CCC[C@@H](NC(=O)CC(C)C)CN(C)C(=O)C2)no1
    -8%[87.6 µM] | i | 0%[172 µM] | 5%[87.6 µM] | 0%[88.5 µM] | -2%[172 µM] | 6
COc1ccccc1N1CCN(C(=O)c2cc(S(=O)(=O)N3CCC(C)CC3)cn2C)CC1
    32%[activator] | / | / | 9% | / | / | 14
O=C(Cc1cccs1)N1CC[C@H]2COC(=O)N2c2cc(F)ccc2C1
    9%[87.6 µM] | 2%[174 µM] | -4%[172 µM] | -5%[87.6 µM] | -4%[88.5 µM] | 0%[172 µM] | -6
O=C(CCCc1nc(-c2ccc(Cl)cc2)no1)NCc1ccco1
    1% | / | / | 2% | / | / | -6
Cc1ccc(NC(=O)CSc2nnc(-c3cc4occc4n3C)n2-c2ccccc2C)cc1F
    ? | / | / | 0% | / | / | 11
N#Cc1ccc(CN2CC3CCC(C2)N3c2ccc(C(F)(F)F)cc2)cc1
    -8% | 1% | 2% | -4% | i | 3% | -14
O=C(Cn1c(=O)nc(-c2ccccc2)c2ccccc21)NCCCc1ccccc1
    ? | / | / | 0% | / | / | 4
CCOC(=O)c1c(NC(=O)CSc2cn(CCNC(=O)c3ccc(OC)cc3)c3ccccc23)sc2c1CCC2
    52%[activator] | / | / | -7% | / | / | 16
COc1cccc(N2C(=O)NC(=NC3CCCC3)C23CCN(Cc2cccnc2)C3)c1 (stereo not given)
    -29% | ? | i | -12% | 1% | / | 2
CC(C)C(=O)Nc1cccc(C2CN3CCSC3=N2)c1 (stereo not given)
    -1%[25.6 µM] | / | / | -9%[23.9 µM] | -2% | / | 20
Cc1ccccc1C(=O)Nc1ccc(NC(=O)c2cccs2)cc1
    -19% | / | / | 19% | / | / | -7
CC(C)Cc1cc(C(=O)N2CCc3nc(-c4ccccc4)[nH]c3C2)nc(=O)[nH]1
    -14% | -12% | -11% | -17% | ? | 2% | 5
CC(C)NC(=O)C1CN(c2cccc(Cl)c2)C(=O)N1 (stereo not given)
    17%&6%[87.6 µM] | -5%&-5%[138 µM] | -4%[172 µM] | -10%&-5%[87.6 µM] | 4%&-2%[88.5 µM] | 3%&4%[172 µM] | -6&-6
Cc1ccc(NC(=O)CN2C(=O)C(c3ccccc3)=NC23CCCC3)c(C)c1
    -14% | -12% | ? | -10%[12.5 µM] | -12% | -5% | 12
O=C(NCCc1csc2nc(-c3ccccc3F)nn12)C(=O)Nc1cc(F)ccc1F
    10% | / | / | 10% | / | / | -4
CCOc1ccc(N2C(=O)c3n[nH]c(-c4cccs4)c3C2c2cccc(F)c2)cc1 (stereo not given)
    ? | / | / | -18% | / | / | 9

Screening data deposited in PubChem by National Center for Advancing Translational Sciences (NCATS).

Only part of the results is shown (hit frequency here may not be typical).
